# TNAP activators = human TNAP enzyme activators, primary screen, biochemical, luminescent, no phosphate acceptor, uHTS (AID 1001); purified TNAP, luminescent activation assay, no phosphate acceptor; higher activation fold means a stronger effect; 0.03% of 200,000 active; one-dose activation fold at 20 µM; EC50 in µM for titrated hits; in the data active = activation fold from about 3, or a potency from the dose series; inactive = the rest, 99 in 100 with activation fold below about 1.6; also: many of its hits are not listed in these tables
# KOR beta-arrestin-1 = kappa opioid receptor blockers – cell-based, luminescence, uHTS (AID 1778); 0.091% of 290,000 active; inhibition, % at 10 µM, or IC50 in µM where a hit was titrated; KOR beta-arrestin recruitment, luminescence, antagonist mode; higher % means a stronger effect; also: strong numbers were not always called active
# human PMI inhibitors = MPI inhibition at elevated mannose 6-phosphate – biochemical, fluorescence intensity, high mannose 6-phosphate, primary screen (AID 1220); recombinant PMI enzyme, coupled fluorescence intensity; higher % means a stronger effect; one-dose inhibition, % at 20 µM; IC50 in µM for titrated hits; 0.66% of 190,000 active
# LYP phosphatase = inhibitors of LYP phosphatase, biochemical, fluorescence intensity, uHTS (AID 1779); inhibition, % at 11.5 µM; hits with a dose series show IC50 in µM; recombinant LYP phosphatase, fluorescence intensity; higher % means a stronger effect; 0.054% of 290,000 active;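 also: plate controls were vehicle with enzyme for no effect and no enzyme for full effect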
# NOD2 inhibition = NOD2 signaling inhibitors, cell-based, luminescence, uHTS, HEK293 (AID 1566). HEK293 NOD2/NF-kB luciferase reporter, luminescence; higher % means a stronger effect. 0.63% of 290,000 active. inhibition, % at 4 µM, or EC50 in µM where a hit was titrated; also: many of its hits are not listed in these tables
# XIAP antagonists = XIAP antagonists, biochemical, IAP family, fluorescence polarization (AID 1018). XIAP BIR domain, fluorescence polarization peptide displacement; higher % means a stronger effect. one-dose displacement, % at 20 µM; IC50 in µM for titrated hits. 0.007% of 200,000 active; in the data active = displacement above about 50%; also: a part of the inactive calls stands beside numbers as strong as those of hits
# KOR beta-arrestin-2 = KOR agonists, beta-arrestin recruitment, primary screen, cell-based, luminescence, uHTS (AID 1777); KOR beta-arrestin recruitment, luminescence; higher % means a stronger effect; activation, % at 10 µM; hits with a dose series show EC50 in µM; 0.02% of 280,000 active; in the data active = activation above about 50%, passing the limit was not always enough; also: a part of the inactive calls stands beside numbers as strong as those of hits
# NOD1 inhibition = NOD1 signaling inhibitors, primary screen, cell-based, luminescence, uHTS (AID 1578) | NOD1-driven NF-kB luciferase reporter cells, luminescence; higher % means a stronger effect | inhibition, % at 4 µM; hits with a dose series show EC50 in µM | 1% of 290,000 active; in the data active = inhibition mostly above about 36%, no sharp cut-off; inactive = mostly below about 34%;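 also: HEK-293T reporter cells stimulated with the NOD1 agonist gamma-tri-DAP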
# PMI inhibitors = MPI enzyme activity inhibition – biochemical, fluorescence intensity, coupled assay, primary screen (AID 1209); purified PMI enzyme, coupled fluorescence intensity; higher % means a stronger effect; inhibition, % at 20 µM; hits with a dose series show IC50 in µM; 0.42% of 190,000 active;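 also: plate controls were DMSO vehicle for no effect and wells lacking substrate for full effect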
# * marks the source's active call; other numbers are inactive results; x = not tested or not shown; [ ] = dose if it differs, or a comment. Rule as the data show it, unless noted: active = inhibition above about 50%; inactive = the rest. These rows are one share of the data; count on the stated rates, not on these rows.
SMILES,TNAP activators,KOR beta-arrestin-1,human PMI inhibitors,LYP phosphatase,NOD2 inhibition,XIAP antagonists,KOR beta-arrestin-2,NOD1 inhibition,PMI inhibitors
CCc1nn(CC(=O)N2CCC(C)CC2)c(=O)c2cccn12,x,-19%,x,-11%,2%,x,-0.6%,8%,x
CCCn1c(N2CCN(C)CC2)nc2c1c(=O)[nH]c(=O)n2C,1.1,-19%,5%,-4%,9%,-1.5%,11%,-16%,7%
O=C1COc2cc(S(=O)(=O)CCC(=O)N3CCCCC3)c(Cl)cc2N1,x,-12%[20 µM],x,-16%,12%,x,-5.4%,-1%,x
Cc1nc(NCCc2ccc(O)cc2)c2nnn(Cc3ccccc3)c2n1,x,30%[20 µM],x,-12%,-51%,x,-5.2%,-38%,x
CC(CC(=O)c1cccs1)CC(=O)c1cccs1,1,-19%,17%,-4%,-45%,-3.1%,-4.2%,-14%,19%
Nc1nnc(SCc2ccccc2F)n1-c1ccccc1,1.1,-2%,4%,-5%,8%,1.1%,0.1%,6%,4%
Cc1ccc(NC(=O)CCCN2C(=O)/C(=C/C=C/c3ccccc3)SC2=S)cc1,0.9,12%,-17%,4%,-4%,-1.1%,4.5%,-11%,-9%
Cc1cc(=O)oc2c(C)c(OCC(=O)NCCCN3CCCC3=O)ccc12,x,25%,x,-10%,12%,x,-0.6%,-13%,x
COc1ccc(CCN(C)Cc2nc(-c3cnccn3)no2)cc1OC,x,-1%,x,-5%,20%,x,0.1%,2%,x
O=S(=O)(c1ccc(Cl)cc1)N1CCN=C1SCc1ccc(Cl)c(Cl)c1,1.1,19%,5%,0%,16%,-0.2%,-2.3%,-2%,16%
N/C(=N/O)c1cccn1Cc1ccccc1[N+](=O)[O-],1.1,-3%,-2%,-4%,11%,-1.9%,-1.2%,-22%,10%
O=C(O)c1ccccc1SSc1ccccc1C(=O)O,x,6%,x,-5%,-3%,x,-6.0%,-8%,x
CN(c1cccc(NC(=O)CN2C(=O)c3ccccc3S2(=O)=O)c1)S(C)(=O)=O,1,-7%,-4%,0%,10%,-12%,-0.4%,x,2%
N#Cc1c(NC(=S)NC(=O)C2CCCC2)sc2c1CCCCC2,0.9,-129%,10%,3%,13%,-2.9%,-2.1%,13%,15%
CC(NC(=O)CN(c1ccccc1F)S(C)(=O)=O)c1ccccc1 (configuration not stated),x,9%,x,-6%,3%,x,1.6%,-25%,x
O=C(CO/N=C1\CCCc2nonc21)Nc1ccc(Br)cc1,1.1,25%,-4%,3%,3%,-6.0%,7.3%,-27%,4%
CCOc1ccccc1N1CCN(CC(O)COc2ccc3c(C)cc(=O)oc3c2)CC1 (configuration not stated),1.1,47%,5%,-1%,-9%,-2.1%,-3.1%,-31%,5%
Nc1nonc1C(=O)NCCNC(=O)c1ccccc1F,1.1,16%,19%,-3%,-7%,-3.0%,-4.8%,-18%,24%
CCC1C(=O)NCCN1C(=O)c1ccc2nc(Cc3ccc(OC)cc3)oc2c1 (configuration not stated),x,-26%,x,-6%,5%,x,0.5%,-22%,x
N/C(=N\OC(=O)Cc1cccs1)c1ccc([N+](=O)[O-])cc1,1,-15%,3%,1%,-15%,-2.0%,0.8%,-22%,1%
COc1ccc2cc3cc(C(=O)N4CCCCCC4)oc3nc2c1,x,-70%,x,-6%,-135%,x,7.3%,-72%,x
Cc1ccc(CSC2=NCCN2C(=O)C2CC2)cc1,1.1,12%,-1%,4%,-4%,-12%,0.3%,x,4%
Cc1cccc(NC(=O)c2cc(S(=O)(=O)N3CCCCC3)c[nH]2)c1C,x,0%[20 µM],x,-1%,-7%,x,-2.7%,-45%,x
COc1cccc2sc(NNC(=O)C3=COCCO3)nc12,2.4,-5%,10%,-5%,-11%,-5.8%,-1.9%,-32%,1%
CN1C(=O)/C(=C/c2ccccc2F)Sc2ccc(C(=O)NCC3CCCO3)cc21 (configuration not stated),x,-43%,x,-6%,17%,x,0.9%,24%,x
Cc1ccc(Nc2nc3ccccc3n3cnnc23)c(Cl)c1,x,-14%,x,-12%,1%,x,-3.3%,-5%,x
CCCNC(=O)c1ccc(S(=O)(=O)c2ccc(OC)cc2)c([N+](=O)[O-])c1,x,-3%,x,-4%,34%,x,-0.7%,64%*,x
COc1ccc(N2C(=O)CSC2c2ccccc2[N+](=O)[O-])cc1 (configuration not stated),1.1,14%,1%,-8%,8%,-5.5%,-5.8%,-36%,3%
O=C1CSC(=Nc2ccccc2)N1Cc1ccccc1,0.9,-7%,-9%,5%,-5%,-5.3%,9.8%,-26%,6%
COC(=O)c1ccccc1N(C)S(=O)(=O)c1cc2c(cc1C)OCC(=O)N2,1,-6%,3%,-3%,-16%,-2.7%,10%,4%,-8%
COc1ccccc1CNCC(=O)Nc1ccc(N2CCOCC2)cc1,1.1,5%,10%,5%,-9%,-15%,3.9%,-39%,15%
Cc1nn(Cc2ccc(Cl)cc2)c(C)c1NC(=O)c1cc(-c2ccco2)on1,1.1,-25%,-1%,-7%,11%,-4.0%,24%,1%,7%
CCOC(=O)c1ccc2nc(NC(C)=O)sc2c1,1,-2%,2%,4%,-63%,-3.9%,0.3%,-56%,-6%
COC(=O)c1ccccc1S(=O)(=O)N1CCn2cccc2C1C (configuration not stated),1.1,10%,-3%,1%,10%,0.4%,-3.2%,-22%,-17%
O=C(Oc1ccc2c(=O)c(Cl)coc2c1)c1ccncc1,1.1,-18%,3%,-7%,0%,-2.3%,-3.5%,-1%,-3%
O=C(c1cc(-c2cccnc2)nc2ccc(Br)cc12)N1CCN(c2ncccn2)CC1,1,-43%,12%,-12%,13%,-6.3%,-6.4%,23%,10%
Cc1nn(C)c(C(=O)N/N=C/c2ccc(C(F)(F)F)cc2)c1[N+](=O)[O-],1.2,-10%,4%,-2%,11%,-3.7%,-2.7%,-4%,2%
Cc1cc(C)nc(N2CCC(C(=O)Nc3ccc4c(c3)OCCO4)CC2)n1,1.1,-12%,5%,-6%,9%,-1.0%,1.5%,0%,5%
CC(C)OCCCNC(=O)c1cc(Sc2ccc(F)cc2)nc2ccccc12,1.1,21%,5%,-6%,8%,-6.6%,-3.6%,14%,13%
Cc1ccc(C)c(N2CCN(CCCNC(=O)CCn3c(=O)c4cccn4c4cccnc43)CC2)c1,x,-3%,x,-9%,13%,x,4.7%,6%,x

# Compounds from the list above that have a furan ring, fused or not (2):
SMILES,TNAP activators,KOR beta-arrestin-1,human PMI inhibitors,LYP phosphatase,NOD2 inhibition,XIAP antagonists,KOR beta-arrestin-2,NOD1 inhibition,PMI inhibitors
COc1ccc2cc3cc(C(=O)N4CCCCCC4)oc3nc2c1,x,-70%,x,-6%,-135%,x,7.3%,-72%,x
Cc1nn(Cc2ccc(Cl)cc2)c(C)c1NC(=O)c1cc(-c2ccco2)on1,1.1,-25%,-1%,-7%,11%,-4.0%,24%,1%,7%

# Next section:
SMILES,TNAP activators,KOR beta-arrestin-1,human PMI inhibitors,LYP phosphatase,NOD2 inhibition,XIAP antagonists,KOR beta-arrestin-2,NOD1 inhibition,PMI inhibitors
COC(=O)/C=C1/N/C(=N\c2nc(C)cc(C)n2)N(c2ccc(C)c(C)c2)C1=O,1.3,-4%,9%,0%,9%,-2.4%,0.8%,8%,9%
Cc1ccc2oc(=O)c3cnn(CC(=O)N4CCc5ccccc5C4)c3c2c1,1.1,-41%,-4%,-3%,15%,-2.1%,2.9%,4%,-9%
CC(=N\NC(=O)c1ccc([N+](=O)[O-])cc1)/C(=N/O)C(=O)Nc1ccccc1,x,11%,x,-5%,11%,x,-0.2%,-13%,x
COCCCn1c(SCC(=O)Nc2ccccc2F)nnc1-c1ccoc1C,x,-29%,x,-4%,7%,x,2.6%,-14%,x
Cc1ccc(CNC(=O)COc2ccc(S(=O)(=O)N3CCCC3)cc2)cc1,x,1%,x,-8%,18%,x,-5.1%,-14%,x
COc1cccc(NC(=O)c2cnc(SC)nc2)c1,x,-11%,x,-4%,-10%,x,5.2%,-18%,x
COc1cccc2cc(C(=O)NCCN3CCOCC3)c(=O)oc12,x,13%,x,-8%,12%,x,-3.5%,-1%,x
COc1cc(OC)c(OC)cc1CNC1CCCCCC1,1.1,-4%,-5%,-2%,1%,-8.2%,0.8%,-18%,1%
O=C(Nc1ccccc1)Nc1cc(OCC(F)(F)F)cc(OCC(F)(F)F)c1,1.1,-66%,17%,8%,10%,-0.3%,3.6%,-5%,20%
CCOc1ccc(S(=O)(=O)N/N=C(\C)Cc2ccc(OC)cc2)cc1,1.1,-17%,-13%,-4%,14%,-6.3%,0.3%,-14%,-48%
Cc1c(C(C)O)nnn1-c1nonc1N (configuration not stated),1.1,19%,-8%,-3%,-4%,0.1%,-3.8%,0%,-4%
COc1ccc(N(C(=O)c2ccncc2)S(=O)(=O)c2ccc(F)cc2)cc1,x,10%,x,-8%,0%,x,7.7%,-9%,x
O=C(Nc1ccccn1)c1sc2cccc(F)c2c1Cl,1.1,-94%,-2%,-11%,-111%,-0.1%,10%,-6%,-4%
COC(=O)c1sccc1NC(=O)CSc1cc(Cl)ccc1Cl,1,6%,20%,-7%,17%,-6.8%,1.8%,17%,15%
CCn1c(C)nc2cc(C(=O)NNC(=O)Nc3ccc(Cl)cc3)ccc21,1.7,-45%[20 µM],-175%,-8%,11%,-0.9%,1.8%,-4%,-89%
C=C(C)CC(NCc1ccco1)c1ccc(OC)cc1 (configuration not stated),1,-13%,-5%,-2%,6%,-4.5%,4.5%,14%,-1%
Cc1[nH]nc2c1C(C(C)c1ccccc1)C(C#N)=C(N)O2 (configuration not stated),1,25%,-10%,-4%,14%,-6.5%,-1.8%,6%,-4%
O=C(CCCCCn1c(=S)[nH]c2ccsc2c1=O)NC1CCCCC1,x,7%,x,-5%,12%,x,-0.6%,22%,x
C=CCNC(=O)C1CCN(c2cc(C)nc(-c3ccccc3)n2)CC1,1.1,-23%[20 µM],1%,-6%,7%,-6.1%,-6.5%,-34%,5%
Cc1nnc(N(Cc2ccccc2)C(=O)c2cnccn2)s1,1.1,-4%,4%,-15%,16%,-0.9%,15%,2%,1%

# A portion taken from the entries so far:
SMILES,TNAP activators,KOR beta-arrestin-1,human PMI inhibitors,LYP phosphatase,NOD2 inhibition,XIAP antagonists,KOR beta-arrestin-2,NOD1 inhibition,PMI inhibitors
COc1cc(OC)c(OC)cc1CNC1CCCCCC1,1.1,-4%,-5%,-2%,1%,-8.2%,0.8%,-18%,1%
O=C(Nc1ccccc1)Nc1cc(OCC(F)(F)F)cc(OCC(F)(F)F)c1,1.1,-66%,17%,8%,10%,-0.3%,3.6%,-5%,20%
CCOc1ccc(S(=O)(=O)N/N=C(\C)Cc2ccc(OC)cc2)cc1,1.1,-17%,-13%,-4%,14%,-6.3%,0.3%,-14%,-48%

# Next compounds follow:
SMILES,TNAP activators,KOR beta-arrestin-1,human PMI inhibitors,LYP phosphatase,NOD2 inhibition,XIAP antagonists,KOR beta-arrestin-2,NOD1 inhibition,PMI inhibitors
CN1CCN(C(=O)C2=C[C@@H](c3ccccc3)C[C@@H](OCCCCO)O2)CC1,1,18%,18%,-4%,5%,-5.0%,-0.5%,-9%,15%
O=C(NCCCc1ccccc1)C(=O)NCC1OCCN1S(=O)(=O)c1ccc(F)cc1 (configuration not stated),x,-2%,x,-8%,25%,x,4.0%,2%,x
CCOc1ccc2nc(NCCCO)[nH]c2c1,1,14%,0%,1%,23%,-5.4%,6.8%,-22%,-7%
CC(C)(Oc1ccc(Cl)cc1)C(=O)N1CCC(C(N)=O)CC1,1,10%[20 µM],-5%,-9%,24%,0.5%,x,-18%,-2%
Cc1ccc2cc(C)c(SCC(=O)NCc3ccco3)nc2c1,1.1,-37%,-7%,1%,13%,-3.5%,2.9%,-19%,-11%
Cn1cccc1Cc1nnc(SCC(=O)NCCc2ccccc2)n1-c1ccc(F)cc1,1.1,40%,6%,0%,-6%,0.9%,-6.3%,7%,6%
O=C(CNCCc1ccccc1)Nc1ccc(C(=O)N2CCCCC2)cc1,x,-7%,x,-12%,20%,x,-6.3%,-2%,x

# High-throughput results from PubChem.
